# Compound activity: PubChem, National Center for Advancing Translational Sciences (NCATS)
# IMPase Li inh: membrane-permeable IMPase blocker, potentiated with lithium | CHO-M1 cells, IP1 TR-FRET (IP-One), carbachol + lithium | Potency, µM (titrated, usually from 59.4 µM), for inactives: top-dose activity, negative = IMPase inhibition, usual class: inhibitors | 210,000 compounds, 0.35% hits;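 note: IP1 builds up when IMPase is blocked and the TR-FRET signal falls; potency is the fitted concentration of half-maximal effect; plate controls were basal vehicle for no effect and high inhibitor control for full effect; nearly all actives have a fitted effect of over 50% in size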
#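 Steps: plate 2000 CHO-M1 cells per well and culture 16–30 h; add compound and lithium; incubate 30 min, 37C; add d2-IP1 tracer and Eu cryptate anti-IP1 antibody in lysis buffer; read after 10 min at room temperature.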
# Epigenetic derep: epigenetic control regulation, reporter derepression; AID 1865; 280,000 compounds, 0.2% hits; murine LDR cells, GFP reporter derepression, 30 h; Potency, µM (series often up to 53.9 µM), for inactives: at the top dose GFP activation, most hits filed as activators; note: potency is the fitted concentration of half-maximal effect; % of control where 0% means no effect; nearly all actives have a fitted effect of over 60% in size
#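 Murine LDR cells carrying a silenced, genomically integrated CMV-driven GFP reporter were exposed to compound for 30 hours at 37 C. After PBS washes, GFP-positive cells (20–120 um objects) were counted by laser-scanning microplate cytometry.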
# NPSR antag: neuropeptide S receptor (human) antagonism, cAMP. Q6W5P4. CHO-NPSR cells, cAMP TR-FRET, antagonist mode. Potency, µM (top dose mostly 38.3 µM), for inactives: at the top dose activity change, negative = inhibition, actives largely listed as inhibitors. 220,000 compounds, 1% hits. AID 1461; note: potency is the fitted concentration of half-maximal effect; % is set by controls: 0 for no effect and ±100 for the full control effect; nearly all actives have a fitted effect of over 50% in size; many of its hits are not listed in these tables
# Target sequence (Q6W5P4 whole entry, looked up): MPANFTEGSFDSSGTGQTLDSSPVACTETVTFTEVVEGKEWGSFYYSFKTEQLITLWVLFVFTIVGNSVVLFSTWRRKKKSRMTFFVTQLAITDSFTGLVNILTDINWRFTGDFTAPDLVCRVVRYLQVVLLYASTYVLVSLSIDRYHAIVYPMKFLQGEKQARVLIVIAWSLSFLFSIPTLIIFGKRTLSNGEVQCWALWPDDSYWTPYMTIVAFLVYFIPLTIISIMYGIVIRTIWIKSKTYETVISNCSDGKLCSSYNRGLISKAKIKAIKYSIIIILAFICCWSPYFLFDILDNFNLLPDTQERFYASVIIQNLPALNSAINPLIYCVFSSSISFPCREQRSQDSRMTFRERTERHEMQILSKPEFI
# Lamin A splicing: LMNA splicing modulation; Potency, µM (top dose mostly 46.1 µM), without a hit: at the highest dose ratio change, negative = inhibition, most hits filed as inhibitors; HeLa LMNA splicing GFP/RFP minigene ratio, 48 h; 200,000 compounds, 0.01% hits; active = well fitted inhibition curve with a large enough effect in the signal ratio, with a control signal flat, not every such curve was filed as active; inconclusive = small, poorly fitted or top-dose-only effect, or effect the other way, or a change in a side signal; the % refers to the signal ratio; note: potency is the fitted concentration of half-maximal effect; % is set by controls: 0 for no effect and ±100 for the full control effect
#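 S3 HeLa cells stably expressing lamin A-EGFP splicing minigene plus DsRed2, 600 cells/well, 48 h compound exposure at 37C. Laser-scanning cytometry; analysed as GFP (500-530 nm)/RFP (575-640 nm) total intensity ratio; 0.5% DMSO vehicle.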
# Luc counter: blocks Kinase-Glo luciferase, a counter-screen artifact. Q27757. Kinase-Glo luciferase, ATP luminescence, 8 min. Potency, µM (series often up to 38.3 µM), for the others: at the highest dose activity change, negative = inhibition, actives largely listed as inhibitors. 200,000 compounds, 0.28% hits. AID 1379; note: potency is the fitted concentration of half-maximal effect; % is set by controls: 0 for no effect and ±100 for the full control effect; nearly all actives have a fitted effect of over 60% in size
#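 Light output from Kinase-Glo luciferase with luciferin and 10 uM ATP in 50 mM imidazole pH 7.2, KCl, MgCl2, Tween 20, BSA; compound pin-delivered, 8-min ambient incubation, then luminescence read.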
# CBFb RUNX1 block: CBF-beta/RUNX1 interaction disruption | AlphaScreen CBFb-His/RUNX1-biotin binding, biochemical | Potency, µM (doses to about 59.8 µM), for inactives: at the top dose activity, negative = inhibition, usual class: inhibitors | 230,000 tested, under 10 active | AID 1477; note: % of control where 0% means no effect
# Target sequence (Q01196 whole entry, looked up): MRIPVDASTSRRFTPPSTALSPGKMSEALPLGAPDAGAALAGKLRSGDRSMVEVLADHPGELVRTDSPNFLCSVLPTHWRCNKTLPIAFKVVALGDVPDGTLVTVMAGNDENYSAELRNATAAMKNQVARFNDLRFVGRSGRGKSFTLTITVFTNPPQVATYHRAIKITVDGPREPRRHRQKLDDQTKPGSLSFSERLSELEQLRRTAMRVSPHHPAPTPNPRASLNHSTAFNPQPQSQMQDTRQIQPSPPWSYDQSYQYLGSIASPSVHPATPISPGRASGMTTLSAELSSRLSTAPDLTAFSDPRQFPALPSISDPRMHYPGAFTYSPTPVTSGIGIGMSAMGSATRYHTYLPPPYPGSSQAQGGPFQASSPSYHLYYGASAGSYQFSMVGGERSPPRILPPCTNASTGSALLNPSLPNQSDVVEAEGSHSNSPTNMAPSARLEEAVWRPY
# Target sequence (Q13951 whole entry, looked up): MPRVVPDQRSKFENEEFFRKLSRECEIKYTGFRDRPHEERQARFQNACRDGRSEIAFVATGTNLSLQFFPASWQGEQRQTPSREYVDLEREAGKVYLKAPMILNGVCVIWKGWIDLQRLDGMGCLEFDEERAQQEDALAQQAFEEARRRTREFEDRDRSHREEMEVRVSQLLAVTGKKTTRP
#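 Interaction loss through any mechanism counts as activity. Pre-formed complex of His-CBF-beta and biotin-RUNX1 (30 nM apiece) is incubated with compound 15 min, then with 50 ng nickel and 50 ng streptavidin beads for 90 min before AlphaScreen detection.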
# aGal spleen mod: alpha-galactosidase A (human) modulation. Potency, µM (doses to about 80 µM), without a hit: top-dose activity change, negative = inhibition, actives largely listed as inhibitors. 240,000 compounds, 0.008% hits. P06280. AID 2107. human spleen homogenate, 4MU-alpha-Gal fluorescence, 40 min;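 note: potency is the fitted concentration of half-maximal effect; 0% = enzyme with vehicle and -100% = no enzyme basal signal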
#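 Human spleen homogenate (1 ug) was the enzyme source, with 4-methylumbelliferyl-alpha-D-galactopyranoside (1 mM final) in pH 5.0 citrate buffer with 0.01% Tween-20. Compounds were titrated; after 40 min at 37C, NaOH/glycine stop, 4-MU fluorescence read; AC50 from Hill fits.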
# The depositor's hits bear a star; ? = inconclusive; . = no result given; & = joins results of further samples; [ ] = another dose, or the depositor's remark. Unless noted, calls come from the whole dose curve; as a rule, active = well fitted curve in the direction sought with a large enough effect; inconclusive = small, poorly fitted or top-dose-only effect, or another doubt; inactive = no such curve, though single readings can be large; an effect the other way counts as inactive or inconclusive. This is a subset (hit frequency here may not be typical).
SMILES,IMPase Li inh,Epigenetic derep,NPSR antag,Lamin A splicing,Luc counter,CBFb RUNX1 block,aGal spleen mod
COc1cc(C(=O)NCCC(C)C)c([N+](=O)[O-])cc1OC,1%[38.3 µM],-1.2%,-2%[46.1 µM],14%,3%,3%,2%
Cn1cccc1C(C(=O)NC1CCCCC1)N(C(=O)Cc1cccs1)c1ccc2c(c1)OCO2 (stereo not given),-2%[38.3 µM],3.2%,-12%[46.1 µM],0%,1%,1%,0%
CCOc1ccccc1C(=O)Nc1cccc(-c2ccc3nncn3n2)c1,14%,0.0%,11%,5%[46 µM],1%,0%,3%
Cc1ccccc1NC(=O)C(=O)Nc1ccccc1C,.,-0.1%,-11%,.,.,8%,5%
COc1cc2cc(CN(Cc3cccnc3)C(=O)Nc3ccccc3)c(=O)[nH]c2cc1OC,1%,2.2%,-22%,-14%[46 µM],-1%,5%,7%
O=C(CSc1nnnn1Cc1ccccc1)NCCc1ccccc1,11%[38.3 µM],0.0%,-1%[46.1 µM],3%,0%,6%,-5%
CC(NC(=O)c1cccs1)C(=O)NC1=NCCS1 (stereo not given),18%[38.3 µM],-4.4%,-6%[46.1 µM],6%,4%,11%,3%
Cc1cccc(C(=O)NCC(=O)OCC(=O)N2CCCCC2)c1,3%,2.1%,0%,3%[9.22 µM],1%,7%,3%
COc1cc(C(=O)Nc2nc3ccc4nc(C)sc4c3s2)cc(OC)c1OC,-23%[38.3 µM],2.9%,-8%[46.1 µM],2%,-5%,4%,24%
CCN(CC)c1ccc(C(=O)c2cnc(/N=C/N(C)C)s2)cc1,?,-0.3%,-24%,26%[46 µM],1%,9%,3%
CCN(CC)C(=O)CC(c1ccc(F)cc1)c1ccc(OC(C)C)cc1 (stereo not given),10%,2.0%,?,-5%,-1%,8%,8%
Nc1ccc(OCc2ccccc2)cc1,7%,1.0%,-5%[46.1 µM],-16%,-1%,-7%,-11%
C/C(=N/NC(=O)CNC(=O)c1ccccn1)c1cccc([N+](=O)[O-])c1,11%,-2.8%,-5%,1%[46 µM],-1%,-14%,4%
CCOC(=O)c1[nH]c2ccc(Br)cc2c1NC(=O)CCN1CCC(C(=O)OCC)CC1,7%,0.0%,-1%[46.1 µM],-20%,-1%,6%,-6%
CCN(CC)S(=O)(=O)c1ccc(N2CCCC2)c(NS(=O)(=O)c2ccc(OC)cc2)c1,8%,-1.8%,-23%,21%,-1%,-10%,-9%
COc1ccc(NC(=S)NCCc2c[nH]c3ccccc23)cc1,1%,1.0%,-10%,?,5%,-12%,-4%
Cc1onc(-c2c(F)cccc2Cl)c1C(=O)NCC1COc2ccccc2O1 (stereo not given),4%[38.3 µM],0.0%,-7%[46.1 µM],?,1%,2%,-14%
O=C(c1ccccc1Oc1nnnn1-c1ccccc1)N1CCOCC1,17%[38.3 µM],0.0%,-2%[46.1 µM],5%,6%,6%,-7%
CCCCCC(=O)Nc1nc(C)c(-c2csc(Nc3cc(Cl)ccc3OC)n2)s1,8%[38.3 µM],-0.3%,-17%[46.1 µM],5%,-3%,-13%,-8%
Cc1ccc(Cn2nnc3c(=O)n(CC(=O)OCc4ccccc4)cnc32)cc1,9%,0.0%,-12%,8%,2%,1%,5%
Cc1cc(C)nc(Sc2ncnc3sc4c(c23)CCC4)n1,8%,-1.2%,-25%[46.1 µM],?,0%,5%,1%
O=C(CBr)N1CCc2ccccc2C(c2ccccc2)C1 (stereo not given),.,?,4%,.,.,2%,-7%
CCOC(=O)c1cc2c(=O)n3cccc(C)c3nc2n(CC(C)C)c1=NC(=O)c1ccco1,.,5.4%,48%,.,.,-4%,5%
O=C(Cn1nc(-c2ccc(Cl)cc2)ccc1=O)NCC1CCCO1 (stereo not given),12%[38.3 µM],0.0%,6%[46.1 µM],-5%,-1%,-4%,9%
CCCc1nnc(NC(=O)Cn2c(=O)sc3ccccc32)s1,.,-5.1%,5%[46.1 µM],-2%,.,5%,-28%
Cc1cccc(C)c1OCc1n[nH]c(=S)o1,4%,1.2%,-4%[46.1 µM],1%,-1%,11%,2%
O=C(O)c1ccc(/C=N/NC(=S)NCCN2CCOCC2)cc1,-3%,1.1%,12%,.,-1%,10%,0%
COc1ccccc1-n1c(C)cc(C=O)c1C,34%[38.3 µM],-0.8%,-14%[46.1 µM],-2%,18%,-3%,-2%
COC(=O)c1cc2nc(-c3ccc(OC)cc3)cc(C(F)(F)F)n2n1,-11%[38.3 µM],-3.7%,-6%[46.1 µM],2%,-8%,-6%,7%
CCN(CC)CCC(c1ccc2c(c1)OCO2)c1c(OC)cc(OC)c2ccc(=O)oc12 (stereo not given),.,2.3%,-27%,.,.,3%,-3%
CC1CN(c2cc(=O)n(-c3ccc(Cl)cc3)c(=O)[nH]2)CC(C)O1 (stereo not given),8%,3.4%,9%,.,-1%,-3%,6%
Cc1ccc(/C=N/NC(=O)c2ccc3nc[nH]c3c2)s1,-2%,4.0%,13%,.,-6%,-7%,2%
CCOC(=O)C(CC)/C(C)=N\NC(=O)c1ccccc1O (stereo not given),4%,-2.0%,15%,-4%,-15%,-24%,1%
Cc1ccc2[nH]c(C(=O)O)c(-c3ccccc3)c2c1,4%[38.3 µM],-1.0%,-8%[46.1 µM],-1%,6%,5%,-3%
CCC(CC)C(=O)Nc1nnc(SCC(=O)NC(C)(C)C)s1,0%,-0.1%,2%,-3%[9.22 µM],2%,12%,2%
O=C(NCc1cccc2ccccc12)[C@H]1C[C@@H]1[C@H](NP(=O)(c1ccccc1)c1ccccc1)c1ccccc1,-3%,-3.8%,.,.,0%,1%,-5%
COc1cccc(Cn2c(C3CC3)nc3ccc(NC(=O)c4ccco4)cc3c2=O)c1,33%[activator][38.3 µM],-1.0%,-27%[46.1 µM],-10%,1%,-6%,8%
CC(C)NC(=O)c1onc(CSc2cccc(F)c2)c1C(=O)O,-6%[38.3 µM],-4.4%,-2%[46.1 µM],?,1%,3%,-17%
Cc1cc(C)cc(NC(=S)N2CCC(NC(=O)c3ccccc3C)CC2)c1,8%,3.1%,6%,.,-5%,4%,-13%
O=C(O)c1cccc(Nc2nc(Nc3ccccc3)nc(N3CCCC3)n2)c1,-6%,-1.2%,-23%,.,2%,2%,-1%

# Exported with each value named: entries from further up
CCC(CC)C(=O)Nc1nnc(SCC(=O)NC(C)(C)C)s1
- IMPase Li inh: 0%
- Epigenetic derep: -0.1%
- NPSR antag: 2%
- Lamin A splicing: -3%[9.22 µM]
- Luc counter: 2%
- CBFb RUNX1 block: 12%
- aGal spleen mod: 2%

O=C(NCc1cccc2ccccc12)[C@H]1C[C@@H]1[C@H](NP(=O)(c1ccccc1)c1ccccc1)c1ccccc1
- IMPase Li inh: -3%
- Epigenetic derep: -3.8%
- NPSR antag: .
- Lamin A splicing: .
- Luc counter: 0%
- CBFb RUNX1 block: 1%
- aGal spleen mod: -5%

COc1cccc(Cn2c(C3CC3)nc3ccc(NC(=O)c4ccco4)cc3c2=O)c1
- IMPase Li inh: 33%[activator][38.3 µM]
- Epigenetic derep: -1.0%
- NPSR antag: -27%[46.1 µM]
- Lamin A splicing: -10%
- Luc counter: 1%
- CBFb RUNX1 block: -6%
- aGal spleen mod: 8%

# New compounds follow:
SMILES,IMPase Li inh,Epigenetic derep,NPSR antag,Lamin A splicing,Luc counter,CBFb RUNX1 block,aGal spleen mod
Cc1cc(C)cc(OCc2nnc(SCC(=O)OC(C)C)o2)c1,16%[38.3 µM],0.0%,-5%[46.1 µM],3%,-2%,2%,0%
CN=C1SC(CC(=O)Nc2c(C)cccc2C)C(=O)N1/N=C/c1cccs1 (stereo not given),0%,-1.3%,9%,-2%,0%,7%,3%
CCCCS(=O)CC(CS(=O)CCCC)OC(=O)c1ccc(C)cc1 (stereo not given),11%[38.3 µM],-1.6%,-4%[46.1 µM],-9%,-4%,7%,6%
O=C(CCc1ccccc1)NCC(=O)N/N=C/c1ccc(O)cc1O,.,-1.2%,37%,.,.,-14%,6%
CC(C)(C)SCCNC(=O)/C=C/c1cccc([N+](=O)[O-])c1,-2%,1.3%,-3%,-7%,-1%,-4%,-17%
O=[N+]([O-])c1ccccc1/C=C/C=N/Nc1nc(N2CCCCC2)nc(N2CCCCC2)n1,15%,-6.2%,-32%,?,4%,-5%,0%
COc1ccc(N(CC(=O)Nc2ccc(S(=O)(=O)N3CCOCC3)cc2)S(=O)(=O)c2ccccc2)cc1,17%[38.3 µM],0.0%,-14%[46.1 µM],-19%,5%,-6%,7%
COc1nc(-c2ccc(C)cc2)ccc1-c1noc(-c2ccco2)n1,2%[38.3 µM],0.0%,-14%[46.1 µM],?,-1%,2%,-1%
COc1ccc(O)c(C(=O)c2cnc3c(c2)c(=O)[nH]c(=O)n3C)c1,4%,-3.0%,6%,-6%,-1%,-7%,-3%
Cc1ccccc1-c1nc(C#N)c(NCc2ccco2)o1,6%,0.0%,-14%,.,0%,-5%,3%
CC1CCN(C(=O)Cn2c(=O)n(-c3ccc(F)cc3)c(=O)c3sccc32)CC1,-7%,2.6%,-10%,.,11%,2%,2%
COc1cc(/C=C(\C#N)c2nc3c(s2)CCCC3)ccc1O,33%[activator][38.3 µM],?,?,-15%,-7%,-7%,13%
CC(C)CCCC(C)C1CCC2C3CC=C4CC(O)CC[C@@]4(C)C3CC[C@@]12C (stereo not given in full),0%,4.6%,.,-14%,2%,.,8%
FC(F)(F)C(F)(F)c1nnc2ccc(-n3ccnc3)nn12,2%,0.9%,40%,.,-2%,1%,0%
COC(=O)c1nn(-c2ccc3c(c2)OCO3)cc1O,-6%[38.3 µM],-0.9%,0%[46.1 µM],6%,?,2%,-2%
COc1ccc(OCCCC(=O)Nc2cccc([N+](=O)[O-])c2C)cc1,.,0.0%,-3%[46.1 µM],-9%,.,-6%,-4%
O=C(Nc1ccc(Cl)cn1)C1CCN(S(=O)(=O)c2cccs2)CC1,.,0.1%,-6%,.,.,5%,5%
Cc1ccc(NS(=O)(=O)c2cc(C(=O)O)ccc2Cl)c(C)c1,-4%,-0.2%&0.0%,-2%[46.1 µM],-20%,-2%&8%,-2%,-6%
O=C(CC1SC(=Nc2ccccc2)N(CCc2c[nH]c3ccccc23)C1=O)Nc1ccccc1F (stereo not given),14%,-0.1%,-30%,-29%,-1%,-22%,4%
CCN(CC)C(=O)c1[nH]cnc1C(=O)N[C@@H](CC(C)C)C(=O)OC(C)(C)C,-3%,-4.5%,0%,.,.,3%,7%
O=S(=O)(CCc1nc2ccccc2o1)c1ccc2ccccc2c1,28%[38.3 µM],0.5%,-13%[46.1 µM],2%,-3%,4%,10%
